Screening data deposited in PubChem BioAssay by NMMLSC.
Bcl-2 Bim block: inhibitors of Bim-Bcl-2 interaction, human; Bead-based flow cytometry, Bim peptide-Bcl-2 binding; AID 950; inhibition, % at 10 µM; P10415; 0.06% of 190,000 active; in the data active means inhibition above about 40%; inconclusive means no clear call, values can overlap the other calls;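 further: 0% = no compound wells with probe peptide and 100% = reference peptide inhibitor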
Cdc42 wt GTP: human Cdc42 wildtype GTP binding change, either direction | P60953 | GST-Cdc42 beads, Bodipy-GTP binding, flow cytometry; actives lie on both sides | percent activity (GTP binding), % at 10 µM | 0.2% of 190,000 active | AID 761;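 active means percent activity GTP binding at least 20 points away from the 100% baseline, either down as inhibitor or up as activator; inconclusive means compound flagged as likely green fluorescent from well-wide comparison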;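 further: median bead fluorescence of bound Bodipy-FL-GTP at 100 nM; 0% = excess unlabeled GTP control and 100% = no compound control; below 100% means less GTP binding so inhibitor and above means activator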
Target sequence (P60953 whole entry, looked up): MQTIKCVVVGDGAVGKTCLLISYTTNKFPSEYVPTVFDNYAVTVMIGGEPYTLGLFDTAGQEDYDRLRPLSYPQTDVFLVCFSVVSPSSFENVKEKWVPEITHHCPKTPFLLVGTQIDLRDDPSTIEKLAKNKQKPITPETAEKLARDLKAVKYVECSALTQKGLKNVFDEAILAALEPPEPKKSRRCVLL
Bim-Bcl-XL: disrupts Bim peptide binding to human Bcl-XL; Q07817; bead flow cytometry, fluorescence; inhibition, % at 10 µM; 0.04% of 190,000 active; AID 1007
Target sequence (Q07817 whole entry, looked up): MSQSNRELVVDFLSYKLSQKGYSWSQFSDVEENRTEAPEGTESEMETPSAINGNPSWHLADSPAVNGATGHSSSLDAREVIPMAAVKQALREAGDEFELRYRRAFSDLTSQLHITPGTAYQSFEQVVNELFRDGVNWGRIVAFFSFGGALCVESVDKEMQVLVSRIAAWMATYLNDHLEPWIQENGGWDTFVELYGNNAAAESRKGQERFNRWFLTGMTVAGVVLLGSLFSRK
Rab2A wt mod: changes GTP binding to wildtype dog Rab2A, up or down; AID 760; GST-Rab2 wt beads, Bodipy-GTP binding, flow cytometry; GTP binding activity, % at 10 µM; 0.19% of 190,000 active;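 active means GTP binding activity at least 20 points away from 100%, either lowered or raised; inconclusive means signal likely due to the compound's own green fluorescence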;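 further: 0% = beads with excess unlabeled GTP and 100% = no-compound control corrected for plate trend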
HRas wt GTP: modulators of GTP binding to human HRas wildtype. P01112. GST-Ras wt beads, Bodipy-FL-GTP binding, flow cytometry; actives lie on both sides. GTP binding activity, % at 10 µM. 0.14% of 190,000 active. AID 759;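 active means GTP binding activity at least 20% away from the 100% baseline, either lowered as inhibitor or raised as activator; inconclusive means flagged as likely green fluorescent, judged across all proteins in the well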;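 further: 0% = unlabeled GTP competition control and 100% = no-compound control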
Target sequence (P01112 whole entry, looked up): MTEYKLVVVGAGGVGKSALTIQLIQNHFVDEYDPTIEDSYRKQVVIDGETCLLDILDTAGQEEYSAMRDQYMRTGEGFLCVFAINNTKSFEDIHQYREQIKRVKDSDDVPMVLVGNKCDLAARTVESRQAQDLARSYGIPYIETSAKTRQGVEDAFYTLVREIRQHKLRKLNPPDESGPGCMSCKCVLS
Bcl-B Bim block: human Bim-Bcl-B interaction inhibition; Q9HD36; inhibition, % at 10 µM; 0.073% of 190,000 active; AID 951; bead-based flow cytometry, Bim peptide-Bcl-B binding;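 further: 0% = tracer peptide without compound and 100% = reference inhibitor peptide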
Target sequence (Q9HD36 whole entry, looked up): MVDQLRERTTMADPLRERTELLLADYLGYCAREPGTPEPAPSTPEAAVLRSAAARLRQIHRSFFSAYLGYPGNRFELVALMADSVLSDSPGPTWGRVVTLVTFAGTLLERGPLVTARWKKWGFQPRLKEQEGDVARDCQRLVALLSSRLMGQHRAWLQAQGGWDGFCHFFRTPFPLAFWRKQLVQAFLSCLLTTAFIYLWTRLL
Rac1 wt modul: modulators of human Rac1 wildtype GTP binding | P63000 | GST-Rac1 beads, fluorescent GTP binding, flow cytometry; actives lie on both sides; 0 = cold GTP competed, 100 = untreated | GTP binding activity (% of control), % at 10 µM | 0.27% of 190,000 active | AID 757;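 active means GTP binding activity at least 20 points away from the 100% control level, either lower or higher; inconclusive means compound flagged as likely green fluorescent, judged across all proteins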
Rab7 wt modul: dog Rab7 wildtype GTP binding, inhibitors and activators; GST-Rab7 beads, fluorescent GTP binding, flow cytometry; actives lie on both sides; untreated = 100%, excess cold GTP = 0%; GTP binding activity (percent of control), % at 10 µM; 0.055% of 190,000 active;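 active means fluorescent GTP binding to Rab7 beads changed by at least 20 points from the 100% baseline, either direction, mostly lower; inconclusive means compound itself probably fluorescent, or too few beads counted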;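 further: median green fluorescence of bound Bodipy-FL-GTP per Rab7 bead population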
Bim-Bfl-1: human Bim-Bfl-1 interaction inhibition; Q16548; Bead-based flow cytometry, Bim-Bfl-1 binding inhibition; inhibition, % at 10 µM; 0.12% of 190,000 active; AID 1008;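 further: 0% = wells without compound plus tracer and 100% = blocker peptide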
Rac1 mut GTP: alters GTP binding to activated mutant human Rac1; percent activity (GTP binding), % at 10 µM; GST-Rac1 activated beads, fluorescent GTP binding, flow cytometry; actives lie on both sides; 100% means binding = to untreated wells; 0.11% of 190,000 active;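 active means GTP binding at least 20 percentage points away from the 100% baseline, in either direction, so actives lie on both sides; inconclusive means Compound likely fluorescent itself, or too few beads counted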
Bcl-W Bim block: disrupts Bim peptide binding to human Bcl-W; Q92843; bead-based flow cytometry; inhibition, % at 10 µM; 0.02% of 190,000 active; AID 952;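 further: 0% = bound tracer without compound and 100% = peptide blocker; higher means less fluorescent Bim peptide bound to Bcl-W beads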
Target sequence (Q92843 whole entry, looked up): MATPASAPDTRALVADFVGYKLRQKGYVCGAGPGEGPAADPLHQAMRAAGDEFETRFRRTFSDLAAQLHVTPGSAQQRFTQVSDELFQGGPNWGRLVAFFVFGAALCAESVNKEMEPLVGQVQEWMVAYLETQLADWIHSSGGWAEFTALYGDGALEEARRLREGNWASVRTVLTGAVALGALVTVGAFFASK
* marks the source's active call; other numbers are inactive results; ? = inconclusive. Unless noted, no stated cut-off is given here; in the data, active means inhibition above about 40%.

SMILES | Bcl-2 Bim block | Cdc42 wt GTP | Bim-Bcl-XL | Rab2A wt mod | HRas wt GTP | Bcl-B Bim block | Rac1 wt modul | Rab7 wt modul | Bim-Bfl-1 | Rac1 mut GTP | Bcl-W Bim block
COc1ccc2c(c1)c(C(=O)N1CCN(C)CC1)c(C)n2-c1ccccc1 | -6.0 | 99.0 | -4.0 | 96.0 | 98.0 | -4.0 | 100.0 | 99.0 | -6.0 | 99.0 | -1.0
N#Cc1cnn(-c2ncnc3sc(-c4ccccc4)cc23)c1N | 0.0 | 101.0 | 0.0 | 99.0 | 100.0 | 0.0 | 99.0 | 97.0 | -1.0 | 97.0 | 2.0
CC1CCN(C(=O)c2ccc(CSc3ccc(Cl)cc3)cc2)CC1 | -3.0 | 102.0 | -8.0 | 101.0 | 102.0 | -9.0 | 104.0 | 101.0 | -10.0 | 101.0 | -4.0
CCOc1ccc(NC(=S)N(CCN2CCOCC2)Cc2cc3cc4c(cc3[nH]c2=O)OCO4)cc1 | -5.0 | ? | 0.0 | ? | ? | -6.0 | ? | ? | -3.0 | ? | 1.0
N=C1SCC(=O)N1c1ncc(Cc2ccc(F)cc2)s1 | -2.0 | 93.0 | -5.0 | 94.0 | 94.0 | -6.0 | 101.0 | 97.0 | -6.0 | 94.0 | -2.0
CCC(=O)N1CCc2cc(OC)c(OC)cc2C1COc1ccc(OC)cc1 (stereo not given) | -1.0 | 96.0 | -2.0 | 98.0 | 97.0 | -1.0 | 99.0 | 100.0 | -4.0 | 95.0 | 0.0
CCN(CC)CCCN1C(=O)c2oc3ccccc3c(=O)c2C1c1cccnc1 (stereo not given) | -1.0 | 103.0 | 0.0 | 101.0 | 102.0 | 0.0 | 103.0 | 98.0 | -1.0 | 100.0 | 0.0
O=C(CCC1CCCCC1)NC1=NCCS1 | -2.0 | 99.0 | -4.0 | 99.0 | 101.0 | -5.0 | 106.0 | 100.0 | -2.0 | 101.0 | -3.0
COc1ccc(-c2cc(C(F)F)n3ncc(C(=O)N4CCSCC4)c3n2)cc1 | -1.0 | 98.0 | -2.0 | 98.0 | 96.0 | 0.0 | 102.0 | 96.0 | 0.0 | 97.0 | -3.0
CC(=O)Nc1ccc(CN2CCC(CO)(CCOc3ccccc3)CC2)cc1 | -5.0 | 97.0 | -1.0 | 96.0 | 97.0 | -5.0 | 99.0 | 95.0 | -7.0 | 95.0 | -2.0
COc1ccc(/C(N)=N/O)cc1O | 0.0 | 103.0 | -3.0 | 100.0 | 101.0 | -4.0 | 104.0 | 99.0 | 0.0 | 100.0 | -3.0
CC(=O)C1=C(O)C=C(c2ccco2)CC1c1ccco1 (stereo not given) | -3.0 | 100.0 | -1.0 | 98.0 | 99.0 | -2.0 | 101.0 | 97.0 | -2.0 | 99.0 | 0.0
Cc1ncccc1C(=O)N1CCCC(CNC(=O)c2ccc(-c3ccccc3)cc2)C1 (stereo not given) | -7.0 | 94.0 | -3.0 | 95.0 | 95.0 | -6.0 | 96.0 | 94.0 | -7.0 | 95.0 | -2.0
CCc1c(C)nc2ncnn2c1NC1CCCc2ccccc21 (stereo not given) | -2.0 | 95.0 | 0.0 | 94.0 | 94.0 | 1.0 | 95.0 | 94.0 | 0.0 | 94.0 | -1.0
COc1ccc(S(=O)(=O)CCc2nc3ccccc3s2)cc1 | -1.0 | 97.0 | 0.0 | 99.0 | 98.0 | 3.0 | 102.0 | 102.0 | -5.0 | 98.0 | 0.0
CCN(CCCNC(=O)C1CCN(S(=O)(=O)c2c(C)[nH]c(=O)[nH]c2=O)CC1)c1cccc(C)c1 | -4.0 | 101.0 | 4.0 | 98.0 | 101.0 | -7.0 | 99.0 | 99.0 | -7.0 | 97.0 | 3.0
NC(=S)N/N=C/c1ccc(-c2cc(Cl)cc(Cl)c2)o1 | -5.0 | ? | 0.0 | ? | ? | 0.0 | ? | ? | 5.0 | ? | 0.0
CC1Cc2ccccc2N1C(=O)CSc1nnc2n1C(C)(C)Cc1ccccc1-2 (stereo not given) | 0.0 | 97.0 | 0.0 | 100.0 | 100.0 | -2.0 | 104.0 | 102.0 | -3.0 | 98.0 | -1.0
CCOC(=O)c1[nH]c2ccc(Br)cc2c1NC(=O)CCN1CCCC(C)(C)C1 | 0.0 | 104.0 | -1.0 | 99.0 | 102.0 | -2.0 | 107.0 | 100.0 | 0.0 | 101.0 | 0.0
COc1ccc(NC(=O)Cn2nnc(C(N)=O)c2N)c(OC)c1 | 4.0 | 105.0 | -1.0 | 105.0 | 104.0 | -5.0 | 103.0 | 99.0 | 4.0 | 101.0 | 2.0
Cc1ccc(N=c2ssnc2Cl)cc1 | 0.0 | 102.0 | -3.0 | 100.0 | 100.0 | -22.0 | 101.0 | 99.0 | 25.0 | 98.0 | 4.0
COc1cc(S(=O)(=O)N2CCOCC2)ccc1NC(=O)CSc1n[nH]c(=O)[nH]c1=O | -4.0 | 94.0 | 0.0 | 93.0 | 98.0 | -4.0 | 100.0 | 102.0 | -4.0 | 92.0 | 3.0
O=C(CN1C(=O)c2ccccc2C1=O)c1ccccc1 | -5.0 | 102.0 | -5.0 | 102.0 | 101.0 | -14.0 | 99.0 | 104.0 | -16.0 | 99.0 | -1.0
C=C(C)C1CC=C(C)/C(=N\NC(=O)CNc2cccc3ccccc23)C1 (stereo not given) | -4.0 | 100.0 | -8.0 | 100.0 | 102.0 | -8.0 | 103.0 | 101.0 | -3.0 | 100.0 | -3.0
COc1ccccc1NC(=O)Nc1ccccc1C(N)=O | 0.0 | 100.0 | -4.0 | 93.0 | 93.0 | -1.0 | 86.0 | 104.0 | -6.0 | 93.0 | -1.0
CCOC(=O)c1ccc2[nH]cc(C(C)=O)c(=O)c2c1 | 1.0 | 101.0 | -5.0 | 93.0 | 97.0 | -7.0 | 99.0 | 95.0 | 0.0 | 97.0 | -4.0
CN(C)[C@H]1N(C(=O)c2ccc(Br)cc2)N=C2c3ccccc3S(=O)(=O)N21 | -6.0 | 96.0 | -10.0 | 99.0 | 98.0 | -5.0 | 99.0 | 101.0 | -4.0 | 98.0 | -1.0
COCCN1C(=O)c2ccccc2C(C(=O)Nc2ccc3c(c2)OCCO3)C1c1ccc(F)cc1 (stereo not given) | 1.0 | 96.0 | 0.0 | 95.0 | 97.0 | 3.0 | 101.0 | 97.0 | -2.0 | 96.0 | 0.0
CCc1ccc(C(=O)/C=C/c2cnn(C)c2C)s1 | 0.0 | 99.0 | -2.0 | 99.0 | 101.0 | 2.0 | 105.0 | 103.0 | -3.0 | 100.0 | -3.0
CC(C)C(c1nnnn1C1CCCC1)N1CCN(C(=O)c2ccco2)CC1 (stereo not given) | -8.0 | 102.0 | -2.0 | 99.0 | 96.0 | -11.0 | 99.0 | 95.0 | -14.0 | 100.0 | 0.0

Just Cdc42 wt GTP and Bcl-2 Bim block, for some of the entries so far:
SMILES	Cdc42 wt GTP	Bcl-2 Bim block
COc1ccccc1NC(=O)Nc1ccccc1C(N)=O	100.0	0.0
CCOC(=O)c1ccc2[nH]cc(C(C)=O)c(=O)c2c1	101.0	1.0

The list goes on:
SMILES | Bcl-2 Bim block | Cdc42 wt GTP | Bim-Bcl-XL | Rab2A wt mod | HRas wt GTP | Bcl-B Bim block | Rac1 wt modul | Rab7 wt modul | Bim-Bfl-1 | Rac1 mut GTP | Bcl-W Bim block
Cc1ccc(-c2nc3ccsc3c(=O)[nH]2)cc1 | 1.0 | 92.0 | 2.0 | 94.0 | 95.0 | -1.0 | 93.0 | 102.0 | -4.0 | 94.0 | -1.0
CC(C)(C)C(=O)OCc1cn(-c2ccccc2)nn1 | -2.0 | 97.0 | 1.0 | 95.0 | 98.0 | 0.0 | 97.0 | 95.0 | 1.0 | 95.0 | 0.0
CCOC(=O)C1CCN(C(=O)COC(=O)CNC(=O)c2ccc(OC)cc2)CC1 | 13.0 | 97.0 | 5.0 | 100.0 | 99.0 | -1.0 | 99.0 | 105.0 | 9.0 | 97.0 | 4.0
CCCn1c2ccccc2c2nnc(SCC(=O)Nc3ncccn3)nc21 | -4.0 | 101.0 | 0.0 | 99.0 | 100.0 | 0.0 | 102.0 | 101.0 | -9.0 | 98.0 | 4.0
CCNC(=S)Nc1cc(OC)c(NC(=O)c2ccco2)cc1OC | -2.0 | 96.0 | -2.0 | 99.0 | 98.0 | 0.0 | 99.0 | 103.0 | -3.0 | 96.0 | 0.0
C/C(=N\O)C1(C)N(O)C(C)(C)C(c2ccc(Br)cc2)=[N+]1[O-] (stereo not given) | -6.0 | 98.0 | -2.0 | 98.0 | 99.0 | -1.0 | 102.0 | 98.0 | -8.0 | 100.0 | -2.0
CC1(c2cc(C(F)(F)F)n3nc(C(=O)O)cc3n2)CC1 | -2.0 | 101.0 | -7.0 | 101.0 | 99.0 | -8.0 | 103.0 | 98.0 | -4.0 | 100.0 | -5.0
COc1ccc(N2CC(O)=C(c3nc(-c4ccc(F)cc4)cs3)C2=N)cc1 | -2.0 | 95.0 | -4.0 | 96.0 | 97.0 | -7.0 | 98.0 | 97.0 | -8.0 | 96.0 | -2.0
CCC(CC)NC(=O)COC(=O)c1cc(Br)ccc1Cl | 5.0 | 101.0 | 4.0 | 98.0 | 98.0 | 4.0 | 103.0 | 98.0 | 7.0 | 100.0 | 5.0
Cc1cccc(C)c1NC(=O)CSCCO | -1.0 | 102.0 | 2.0 | 99.0 | 100.0 | 0.0 | 100.0 | 98.0 | -2.0 | 99.0 | -3.0
O=C(C1CCN(S(=O)(=O)c2cccs2)CC1)N1CCCCCC1 | -4.0 | 99.0 | 10.0 | 100.0 | 100.0 | -4.0 | 102.0 | 101.0 | -8.0 | 98.0 | 2.0
COc1cc(NS(=O)(=O)c2ccc(NC(=O)CN3C(=O)c4ccccc4C3=O)cc2)ncn1 | 0.0 | 95.0 | -2.0 | 93.0 | 95.0 | 0.0 | 95.0 | 95.0 | -4.0 | 93.0 | 0.0
O=C(NC1CCC(NC(=O)C(F)(F)C(F)F)CC1)C(F)(F)C(F)F (stereo not given) | -2.0 | 104.0 | -3.0 | 98.0 | 100.0 | -5.0 | 105.0 | 96.0 | -3.0 | 102.0 | -1.0
CCOC(=O)NC(=S)c1ccc[nH]1 | -4.0 | 100.0 | -9.0 | 100.0 | 100.0 | -18.0 | 103.0 | 97.0 | 1.0 | 104.0 | -5.0
CCC(C)NS(=O)(=O)c1cccs1 (stereo not given) | -9.0 | 102.0 | -7.0 | 101.0 | 101.0 | -12.0 | 104.0 | 102.0 | -12.0 | 99.0 | -2.0
c1ccc(CC2CNc3ccccc3CN2)cc1 (stereo not given) | -9.0 | 107.0 | -8.0 | 96.0 | 102.0 | -9.0 | 110.0 | 100.0 | -16.0 | 100.0 | -4.0
O=C(O)c1ccc(N2C(=O)c3cccnc3C2=O)cc1 | 0.0 | 97.0 | 1.0 | 97.0 | 97.0 | -5.0 | 97.0 | 95.0 | -6.0 | 97.0 | 2.0
